All columns: NCI-60 one-dose screen, growth in % after 48 h at 10 µM unless noted; 100 = growth as untreated, 0 = no growth, -100 = all killed.
HL-60(TB) = HL-60(TB) leukemia cells; 78,000 tested, 9% active; active means growth percent below 10
* marks the source's active call; other numbers are inactive results; & = joins results of further samples. An excerpt. The share of hits here may be higher or lower than overall.

SMILES	HL-60(TB)
CCN(Cc1cccc(S(=O)(=O)O)c1)c1ccc(C(=C2C=CC(=[N+](CC)Cc3cccc(S(=O)(=O)O)c3)C=C2)c2ccccc2Cl)cc1	111.0&119.2
CC(c1ccccc1)C1(O)CCCC1 (stereo unspecified)	86.2
COc1cc(CNC(=O)CCCC/C=C/C(C)C)ccc1OCc1nnc(SCCc2c[nH]c3ccccc23)o1	50.2
Nc1ccc(-c2nnc3n2N=CC(c2ccc(O)cc2)S3)cc1 (stereo unspecified)	147.3
COc1ccc(C2NC(=O)c3cc(OC)c(OC)cc3N2)cc1 (stereo unspecified)	135.2
O=[N+]([O-])c1cc([N+](=O)[O-])c(F)cc1F	86.6
Clc1ccc(-c2ccc(-c3nn4c(-c5ccccc5)nnc4s3)o2)cc1	92.3
O=C(O)CNC(=O)C1(N2C(=O)c3ccccc3C2=O)CCCC1	90.6
OC(c1ccccc1)C(Cc1ccccc1)N1CCOCC1 (stereo unspecified)	97.8
COc1cccc(CNc2nnc(C)c(C)n2)c1O	95.9
O=C1c2cccc3c(-c4ccc(F)cc4)ccc(c23)C(=O)N1c1nc2ccccc2s1	103.9
CCn1cc(-c2cc(-c3ccc(Cl)cc3)[nH]c(=O)c2C#N)c(-c2ccc(Br)cc2)n1	90.5
Nc1ccccc1Sc1cc(Cl)nnc1Cl	96.1
COc1ccc(N=C2c3ccccc3-c3ccccc32)cc1	76.4
COc1ccc(-c2nnc3sc(-c4ccccc4-c4nc5ccccc5s4)nn23)cc1	98.7
CC1(C)CC(=O)C2=C(C1)N(CCc1ccc(S(N)(=O)=O)cc1)C1=C(C(=O)CC(C)(C)C1)C2c1cccs1	102.5
CCCCCCC(=O)c1ccco1	98.5
CC(=O)N(N=Nc1ccccc1)c1cccc2ccccc12	116.3
CCOC(=O)c1c(Nc2ccccc2)nn2c(-c3ccco3)c(C#N)cnc12	110.0
ClCc1ccccc1CSc1ncnc2nc[nH]c12	93.6
CCCCn1c(=O)[nH]c(N)c(C(c2cccc(OC)c2)c2c(N)[nH]c(=O)n(CCCC)c2=O)c1=O	88.5
O=S(=O)(OCC(COS(=O)(=O)c1ccccc1)(OS(=O)(=O)c1ccccc1)OS(=O)(=O)c1ccccc1)c1ccccc1	117.6
CC(N)C(Cc1ccc(Cl)cc1)c1ccccc1 (stereo unspecified)	74.4
CC(=O)[C@H]1C[C@]23CC[C@]4(C)[C@H](CC[C@@H]5[C@@]6(C)CCC(=O)C(C)(C)[C@@H]6CC[C@]54C)[C@H]2[C@H](C)C1(C)OC3	133.3
CC(C)NO	105.5

Next records
SMILES	HL-60(TB)
CSC(N)=Nc1ccc(Cl)cc1	96.0
CC(C)c1[nH]nc2c(NCc3ccc(-c4ccccn4)cc3)nc(SCCN(C)C)nc12	-16.4*
CC(C)(C)[Si](O[C@@H]1C(=O)N[C@@H]1/C=C/c1ccccc1)(c1ccccc1)c1ccccc1	101.8
NS(=O)(=O)c1ccc(Nc2nc(SCC(=O)c3ccc(Cl)cc3)nc3c2CCC3)cc1	93.6
COc1cc2cc3c4cc(OC)c(OC)cc4cc[n+]3c(C)c2cc1OC (tested in a mixture with another compound)	109.8
O=C(COc1ccc(Cl)cc1Cl)NCCN1CCCCC1	104.5
N#Cc1ccccc1[N+](=O)[O-]	122.0
COC1=C(OC)C(=O)C(CCCCCCCCCC[P+](c2ccccc2)(c2ccccc2)c2ccccc2)=C(C)C1=O	-55.9*
COCCCn1c(C(Cl)(Cl)Cl)nn2c(=O)c3ccccc3nc2c1=O	96.6
CC(=O)CC(=O)Nc1cccc(Br)c1	91.4
CCCCC(CC)COC(=O)CC(O)(CC(=O)OCC(CC)CCCC)C(=O)OCC(CC)CCCC (stereo unspecified)	105.1
O=c1c2cccc(Cl)c2sc2c(Cl)nc3ccccc3c12	102.5
CCOC(=O)CC1(C)SCCN1C(=O)OCC (stereo unspecified)	106.4
CCOC(=O)NC(NC(=O)OCC)C(Cl)Cl	120.4
CC[C@H](Nc1ncnc2nc[nH]c12)c1nc2cccc(NCc3ccc(C(=O)NO)nc3)c2c(=O)n1-c1ccccc1	17.8
O=S(=O)(/N=c1\c2ccccc2cnn1C1=NCCN1S(=O)(=O)c1ccc(Cl)cc1)c1ccc(Cl)cc1	81.4
CCCCCCCCCCCCCCCCCCCCCCCCC(O)C(=O)NC(CO)C(O)C(O)CCCCCCCCCCCCCC (stereo unspecified)	98.2
COc1ccc2c(c1)oc1c2c2c(c3c4ccccc4n(C)c13)C(=O)N(O)C2=O	108.7
CC(=O)OC[C@@]1(C)C2CC[C@]3(C)C(CC=C4C5CC(C)(C)CC[C@]5(C(=O)Nc5ccc(F)cc5)CC[C@]43C)[C@@]2(C)C[C@@H](OC(C)=O)[C@@H]1OC(C)=O (stereo partly specified)	27.9
CC1(CSc2ccccc2)CC(=O)N1 (stereo unspecified)	93.5
O=C1Nc2cc(-c3ccc(NC(=O)C4CC4)cc3)ccc2/C1=C/c1ccc[nH]1	100.2
CCC(C(=O)[C@@H](C)[C@@H](O)[C@H](C)[C@@H]1O[C@@H]([C@@H](CC)C(=O)ONC(=O)c2ccccc2)CC[C@@H]1C)[C@H]1O[C@]2(C=CC(=O)[C@]3(CC[C@@](C)([C@H]4CC[C@](O)(CC)[C@H](C)O4)O3)O2)[C@H](C)C[C@@H]1C (stereo partly specified)	-63.9*
CCC(CC)C(=O)Oc1c(C(=O)N(C)C)cccc1-c1ccccc1	101.6
CCOC(=O)C[N+](C)(C)CCn1c2ccccc2c2nc3cc(C)c(C)cc3nc21	101.0
CCN(CC)Cc1cc(C(C)(C)c2ccccc2)cc(C2CCCCC2)c1O	114.9

Additional compounds.
SMILES	HL-60(TB)
NC(=S)N1N=C(c2ccc3c(c2)OCO3)CC1c1ccc(F)cc1 (stereo unspecified)	92.1
O=C1NC(=O)C(c2ccc(C(=O)/C=C/c3c[nH]c4ccccc34)cc2)C(=O)N1	109.8
COC1=CC(CO[Si](C)(C)C)=CC2C(O)c3ccccc3N3C(=O)COC123 (stereo unspecified)	101.2
O=C(CCN1CCCC1)Nc1ccc2c(Nc3ccc(F)cc3)c3ccccc3nc2c1	-54.9*
Cc1c(C)c(C)c([N+](=O)[O-])c([N+](=O)[O-])c1C	108.7
COC(=O)C1=C(C)NC(C)=C(C(=O)OCCN(C)Cc2ccccc2)C1c1cccc([N+](=O)[O-])c1 (stereo unspecified)	66.7
Cc1cc2c(s1)CCCC1CC(=O)N(CCN3CCN(C)CC3)N=C21 (stereo unspecified)	120.8
O=C1/C(=C/c2ccc(Cl)cc2)N=C2Sc3cc(Cl)ccc3C(=O)N12	89.1
CC(C)n1cc(CCN(C)C)c2c(O)cccc21	106.5
O=C(/C=C/C12c3ccccc3C(c3ccccc31)C1C(=O)NC(=O)C12)c1ccncc1 (stereo unspecified)	3.0*
CCCCOc1nc2ccc(C)cc2cc1/C=C/C(=O)/C=C(O)/C=C/c1cc2cc(C)ccc2nc1OCCCC	99.0
Cn1cc(-c2csc(-c3cn(CCNC(=O)OC(C)(C)C)c4ccc(Br)cc34)n2)c2cccnc21	83.6
O=C1NC(=S)NC(=O)C1Cn1cnc2ccccc21	103.4
O=C1c2ccccc2-c2ccc([N+](=O)[O-])cc21	102.6
Cc1ccc(/C=C2\SC(=S)N(CC(=O)O)C2=O)cc1	96.0
Nc1nc(SC2CCCCC2)c2[nH]cnc2n1	69.2
Cc1nc(=S)c2cnn(-c3ccc([N+](=O)[O-])cc3)c2[nH]1	142.5
CC(C)[C@H]1C(=O)O[C@H](C(C)C)C(=O)N1C	93.6
CCN(CC)CCOC(=O)c1ccc(N=C=S)cc1	118.8
CCCCCCCOc1ccc(S(=O)(=O)Nc2ccc(C)c(F)c2C(=O)O)cc1	89.8
COc1cc(NC(=O)Cc2cc3c(OC)c(OC)c(OC)cc3nc2CCC(N)=O)cc(OC)c1OC	101.5
c1cnc2[nH]cc(-c3csc(-c4cn(CCCN5CCCCC5)c5ccccc45)n3)c2c1	-2.7*
N#C/C(=C\c1ccc(Br)cc1)n1nnc2cccc(F)c21	-9.7*
COc1ccc(-n2cc(-c3ccc(OC)c(OC)c3)nc2SCc2cccc(C#N)c2)cc1	87.5
CCOC(=Nc1ccc(C#N)cc1)SC(c1ccccc1)(c1ccccc1)c1ccccc1	120.0

New compounds follow.
SMILES	HL-60(TB)
COc1ccc(/C=C2\CCCC3=C2NC(N)=NC3c2ccc(OC)cc2)cc1 (stereo unspecified)	67.8
Cn1cccc1-c1cccnc1	94.8
CN(C)c1ncnc2c1ncn2-c1ccccc1	70.7
N#Cc1ccc(C(=O)NCCCNc2nccc(-n3ccc4cccnc43)n2)cc1	105.5
O=C(Nc1ccc(Oc2ccc(NC(=O)Nc3ccc([N+](=O)[O-])cc3)cc2)cc1)Nc1ccc([N+](=O)[O-])cc1	-32.6*
COc1ccc(/C=C\C(=O)c2ccc(Cl)cc2)cc1OC	80.7
CCc1c(C)c2ccc3oc(=O)c(=O)[nH]c3c2oc1=O	95.0
COc1cc(/C=C/C(=O)c2cc(OC)c(OC)c(OC)c2)ccc1Oc1nc2c(c(=O)n(C)c(=O)n2C)n1C	-13.1*
OCc1cnccc1NC1CCCCCC1	112.8
O=S1(=O)CS(=O)(=O)OCCCCCO1	87.2
Nc1ncc(-c2ccc3ncnc(Nc4ccc(F)c(Cl)c4)c3c2)cn1	103.3
COc1ccc(-c2nn(-c3ccc(NC(=O)c4ccc(Cl)c(Cl)c4)cc3)cc2-c2ccncc2)cc1Cl	13.5
O=c1[nH]c2ccccc2c2ccccc12	95.9
Cn1c(-c2ccccc2)cs/c1=N\S(=O)(=O)c1ccc(NNc2c3ccccc3nc3ccccc23)cc1	88.6
O=C1CCC(NC(=S)Nc2ccccc2)N1 (stereo unspecified)	99.2
N#CCSc1nc(-c2cnccn2)cc(-c2cccs2)c1C#N	115.2
CCOP(=O)(Cc1ccc(N(CCO)CCO)cc1)OCC	99.0
C#CCOC(=O)Nc1ccccc1	99.7
N#CC(C#N)=CN	96.4
CCOC(=O)NCc1ccccc1	104.1
O=c1[nH]c(COc2ccc(F)cc2)nc2sc3c(c12)CCC3	54.1
Cc1cc2ccccn2c1C(=O)c1ccc(C(=O)c2ccccc2)cc1	-14.6*
O=C1CCCC(=O)N1CCCCCCN1C(=O)CCCC1=O	91.9
c1ccc2sc(SCc3nc(-c4ccc5c(c4)OCO5)no3)nc2c1	87.5
CCOC(=O)c1nc2c3ccccc3cnn2c1C(=O)c1ccc(OC)cc1	101.7

15 entries from above in a different format.
| Molecule | HL-60(TB) |
| --- | --- |
| COc1ccc(/C=C2\CCCC3=C2NC(N)=NC3c2ccc(OC)cc2)cc1 (stereo unspecified) | 67.8 |
| Cn1cccc1-c1cccnc1 | 94.8 |
| CN(C)c1ncnc2c1ncn2-c1ccccc1 | 70.7 |
| N#Cc1ccc(C(=O)NCCCNc2nccc(-n3ccc4cccnc43)n2)cc1 | 105.5 |
| O=C(Nc1ccc(Oc2ccc(NC(=O)Nc3ccc([N+](=O)[O-])cc3)cc2)cc1)Nc1ccc([N+](=O)[O-])cc1 | -32.6* |
| COc1ccc(/C=C\C(=O)c2ccc(Cl)cc2)cc1OC | 80.7 |
| CCc1c(C)c2ccc3oc(=O)c(=O)[nH]c3c2oc1=O | 95.0 |
| COc1cc(/C=C/C(=O)c2cc(OC)c(OC)c(OC)c2)ccc1Oc1nc2c(c(=O)n(C)c(=O)n2C)n1C | -13.1* |
| OCc1cnccc1NC1CCCCCC1 | 112.8 |
| O=S1(=O)CS(=O)(=O)OCCCCCO1 | 87.2 |
| Nc1ncc(-c2ccc3ncnc(Nc4ccc(F)c(Cl)c4)c3c2)cn1 | 103.3 |
| COc1ccc(-c2nn(-c3ccc(NC(=O)c4ccc(Cl)c(Cl)c4)cc3)cc2-c2ccncc2)cc1Cl | 13.5 |
| O=c1[nH]c2ccccc2c2ccccc12 | 95.9 |
| Cn1c(-c2ccccc2)cs/c1=N\S(=O)(=O)c1ccc(NNc2c3ccccc3nc3ccccc23)cc1 | 88.6 |
| O=C1CCC(NC(=S)Nc2ccccc2)N1 (stereo unspecified) | 99.2 |

The results go on:
SMILES	HL-60(TB)
Cc1c(C)c2c(c(C)c1NC(=O)CCC(=O)O)CCC(C)(CCCC(C)CCCC(C)CCCC(C)C)O2 (stereo unspecified)	78.8
C1=C(c2ccccc2)CCCC1	102.7
Cc1ccc(N/N=C/c2cn(-c3ccc(C(=O)O)cc3)nc2-c2cc3ccccc3oc2=O)cc1	104.1
O=C(O)c1c2ccccc2nc2[nH]c3ccccc3c12	108.4
O=C(CN1C(=O)S/C(=C\C(Cl)=C\c2ccccc2)C1=O)Nc1cccc2nonc12	67.6
CC(/C=C1\SC(=S)N(N2CCOCC2)C1=O)=C\c1ccccc1	98.6
O=C(COc1ccc(/C=C2\C(=O)Nc3cc(Cl)ccc32)cc1)Nc1ccc(Cl)cc1	61.0
Nc1ccccc1NC(=O)CCCCCCC(=O)Nc1ccc2c(c1)/C(=C/c1ccc[nH]1)C(=O)N2	-10.2*
COc1ccc(C(=O)NCCNc2nccc(-c3c(-c4ccc(F)cc4)nc4sccn34)n2)cc1OC	83.9
S=c1ccc2ccccc2[nH]1	97.6&85.3
CCOC(=O)OC(C)CNC(=O)C(C)OC(=O)OCC (stereo unspecified)	114.9
N[C@@H](Cc1ccccc1)C(=O)O	109.9
CC[N+](C)(C)c1cccc(O)c1	91.0
COc1ccc2oc(=O)c(C3(C)NC(=O)c4c(/C=C/C(=O)OC5CC6CCC5(C)C6(C)C)cccc4N3)cc2c1 (stereo unspecified)	23.9
COc1cc(NC(=O)CSc2nc3ccccc3c(=O)n2CCc2ccccn2)cc(OC)c1OC	92.5
CC(C)[N+](C)(CCC(C(N)=O)(c1ccccc1)c1ccccc1)C(C)C	104.4&105.1&102.5
N/C(=N\c1nc2ccccc2s1)C(Cl)(Cl)Cl	111.8
CN(C)CCCN(Cc1ccccc1O)C(=O)Nc1ccc(F)cc1	109.3
O=C(Cn1cncn1)Nc1ccc(-c2nc3ccccc3s2)cc1	102.1
CC(C#N)N1CCN(c2cccc(Cl)c2)CC1 (stereo unspecified)	108.9
Cc1ccc(S(=O)(=O)Nc2ncc(-c3nc4ccccc4[nH]3)c(N)n2)cc1	101.7
Nc1ccccc1-c1ccc(-c2ccccc2)c2c1[nH]c1ccccc12	72.9
COc1cc(N=Nc2ccccc2C(=O)O)ccc1O	88.8
Cc1nnc2c3nnc(Cc4ccccc4)n3c3ccccc3n12	105.2
